Screening data (PubChem BioAssay)
TcdB inh = TcdB glycohydrolase inhibition. AID 652162. TcdB glycohydrolase enzymatic assay, plate reader. inhibition, % at 9.99 µM. actives 0.24% (n = 350,000); in the data active = inhibition above about 10%
PfHsp40 rescue = compounds rescuing yeast from Plasmodium falciparum HSP40 toxicity; AID 504582; growth rescue, % at 12.5 µM; S. cerevisiae expressing PfHsp40, growth rescue, ATP luminescence; actives 0.68% (n = 340,000); in the data active = growth rescue above about 28%, passing the limit was not always enough; inconclusive = no clear call, values can overlap the other calls;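 also: yeast W303a lacking pdr1 and pdr3 grown in galactose medium; growth measured after three days at 30 °C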
Anthrax LF inh2 = inhibitors of Bacillus anthracis lethal factor protease; inhibition, % at 10 µM; AID 588501; multiplex microsphere protease cleavage assay, LF; actives 0.12% (n = 360,000); also: plate controls were buffer without enzyme for full effect and enzyme alone for no effect
Target sequence (P15917 whole entry, looked up): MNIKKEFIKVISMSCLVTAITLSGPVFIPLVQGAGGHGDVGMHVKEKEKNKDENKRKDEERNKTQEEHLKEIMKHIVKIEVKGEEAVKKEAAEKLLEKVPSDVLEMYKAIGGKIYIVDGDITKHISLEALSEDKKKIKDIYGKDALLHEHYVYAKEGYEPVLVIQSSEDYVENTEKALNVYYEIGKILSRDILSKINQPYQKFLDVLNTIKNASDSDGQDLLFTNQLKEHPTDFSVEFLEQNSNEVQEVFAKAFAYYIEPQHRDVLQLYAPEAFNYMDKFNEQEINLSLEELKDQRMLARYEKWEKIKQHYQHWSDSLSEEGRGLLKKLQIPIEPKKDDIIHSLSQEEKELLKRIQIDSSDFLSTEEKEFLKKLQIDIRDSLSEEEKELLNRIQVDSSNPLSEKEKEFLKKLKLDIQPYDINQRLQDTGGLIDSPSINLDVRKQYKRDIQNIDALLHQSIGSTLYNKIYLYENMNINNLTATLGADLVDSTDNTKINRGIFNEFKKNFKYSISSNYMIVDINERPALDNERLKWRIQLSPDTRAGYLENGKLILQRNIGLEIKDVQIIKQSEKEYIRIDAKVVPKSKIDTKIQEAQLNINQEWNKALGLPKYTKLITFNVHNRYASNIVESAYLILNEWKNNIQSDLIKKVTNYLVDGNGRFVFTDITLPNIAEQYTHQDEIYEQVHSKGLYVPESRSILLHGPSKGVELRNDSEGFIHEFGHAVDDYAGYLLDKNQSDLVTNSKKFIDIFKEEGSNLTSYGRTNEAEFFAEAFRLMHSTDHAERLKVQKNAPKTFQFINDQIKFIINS
Yp Topo-I inh = blocks Yersinia pestis topoisomerase I activity. activity, % at 10 µM. AID 504884. actives 0.064% (n = 360,000). Y. pestis Topo-I cleavage product accumulation, plate reader; in the data active = activity above about 50%, passing the limit was not always enough; inconclusive = no clear call, values can overlap the other calls; also: inactives centre near 2
BoNT A protease = BoNT A light chain protease inhibition | inhibition, % at 10 µM | actives 0.17% (n = 360,000) | multiplex microsphere protease substrate cleavage, flow cytometry | AID 588499; also: plate controls were buffer without enzyme for full effect and enzyme alone for no effect
VHR inh abs = blocks human VHR1 dual specificity phosphatase; AID 1654; P51452; actives 0.52% (n = 290,000); inhibition, % at 13.3 µM; recombinant VHR phosphatase, pNPP absorbance; in the data active = inhibition above about 50%; also: some compounds called inactive have numbers as strong as hits
Target sequence (P51452 whole entry, looked up): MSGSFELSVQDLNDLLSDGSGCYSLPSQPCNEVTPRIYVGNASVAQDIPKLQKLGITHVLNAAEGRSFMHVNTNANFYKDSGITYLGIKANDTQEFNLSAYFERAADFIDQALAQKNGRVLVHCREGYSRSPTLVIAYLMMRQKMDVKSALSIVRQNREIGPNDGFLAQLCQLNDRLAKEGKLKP
PriA SSB inh = blocks PriA binding to SSB C-terminal tail. AlphaScreen SSBct-PriA binding, biotinylated peptide. inhibition, % at 33 µM. actives 0.6% (n = 430,000). AID 1272365; in the data active = inhibition mostly above about 37%, no sharp cut-off; inactive = mostly below about 20%;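 also: plate controls were negative control peptide for no effect and reference peptide for full effect; strong numbers were not always called active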
Vc quorum ag = induces V. cholerae light production without autoinducers | V. cholerae BH1578 lux reporter, luminescence, 6 h | activation, % at 18.7 µM | actives 0.16% (n = 350,000) | AID 588436; in the data active = activation mostly above about 9.7%, no sharp cut-off; inconclusive = no clear call, values can overlap the other calls; inactive = mostly below about 3.7%; also: not every result past the cut was called active; inactives centre near 0; reference of the scale not given here
CCHF vOTU inh = CCHFV vOTU protease inhibition; inhibition, % at 11.5 µM; actives 0.55% (n = 370,000); Pep-AMC fluorescence; in the data active = inhibition above about 30%; also: 0% = vehicle wells with enzyme and 100% = no enzyme wells
3CLpro inhibitor = SARS-CoV 3CLpro protease inhibition | inhibition, % at 6 µM | AID 1706 | P0C6X7 | actives 0.14% (n = 290,000) | recombinant SARS-CoV 3CLpro, quenched FRET peptide cleavage; in the data active = inhibition above about 12%
Numbers without * were called inactive; i = inactive; u = inconclusive; x = no result given; & = joins results of further samples. Rule as the data show it, unless noted: active = inhibition above about 30%; inconclusive = no clear call, values can overlap the other calls; inactive = below that.

SMILES	TcdB inh	PfHsp40 rescue	Anthrax LF inh2	Yp Topo-I inh	BoNT A protease	VHR inh abs	PriA SSB inh	Vc quorum ag	CCHF vOTU inh	3CLpro inhibitor
COc1ccc(C(C(=O)NC(C)(C)C)N(C(=O)CCC(=O)Nc2cc(C)on2)c2cccc(C)c2C)cc1 (configuration not stated)	-0.7	-0.2	-6	-6	0.9	12	-1	-0.3	-2	3
C=CCNC(=S)Nc1ccc(N(C)C)cc1	1.5	-0.4	-7	1	-1.3	27	10	i	17	1
CC(C)Cn1c(SCC(=O)N2CCN(C(=O)c3ccco3)CC2)nc2ccccc2c1=O	2.2	0.7	-6	-9	-0.9	17	-13	i	10	2
COC(=O)C(C)Sc1nc2c(c(=O)n(C)c(=O)n2C)n1CCC(C)C (configuration not stated)	0.9	0.0	-3	-2	0.4	12	-14	i	-10	-5
C=C1c2ccccc2NC(=O)N1c1ccc(OC)cc1	0.0	-1.6	1	-6	0.9	10	4	-0.3	4	4
Cn1c2ccccc2c2ncn(CCC3=CCCCC3)c(=O)c21	2.0	-0.8	-22	19	-0.8	20	-17	-0.3	5	1
C[C@H](CO)N1C[C@H](C)[C@H](CN(C)C(=O)c2ccccc2)Oc2cc(Br)ccc2S1(=O)=O	0.7&-1.1	x	-9	4	-0.4	x	x	-0.4	21	x
CCOc1ccc(NC(=O)CSc2nnc(C3CC3)n2N)cc1	0.2	1.6	0	4	0.5	8	-5	i	x	-1
COc1ccc(C2CC(=O)c3c(ccc4ccccc34)N2)cc1OC (configuration not stated)	x	-0.9	-3	4	0.7	13	7	i	6	2
O=C(Nc1ccc(Br)cc1)c1cc([N+](=O)[O-])cc([N+](=O)[O-])c1	0.7	-0.2	1	-2	-2.3	27	4	-0.7	-2	3
CC(C)n1c(Nn2cnnc2)nc2ccccc21	x	0.5	-4	-8	0.6	-23	-7	-2.6	3	0
O=C(O)c1ccc(Nc2ncnc3ccccc23)cc1	-0.1	0.5	0	3	-2.1	-2	-13	i	-8	2
CCOC(=O)[C@]12CCC=C1N(Cc1ccccc1)C(=O)[C@H](CC(=O)NCCCCc1ccccc1)C2	0.2	x	-2	x	-0.1	x	x	x	11	x
C=CCc1c(C)[nH]c(=S)c(C#N)c1C	x	0.3	1	-1	-0.1	24	-4	-0.4	13	2
COC(=O)c1cccc(NC(=S)N2CCOCC2)c1	1.6	-0.8	-2	10	-0.2	12	-6	-0.3	8	6
CCOC(=O)Cc1csc(NC(=O)c2ccc(N3CCOCC3)cc2[N+](=O)[O-])n1	1.0	-0.8	-8	1	0.0	x	5	i	16	x
Cc1nc2c(OCc3ccc(Cl)cc3Cl)cccn2c1N(C)CC1CC1	2.6	x	-6	20	-1.1	x	x	i	11	x
C=CCC1Cc2c(Br)cccc2C(CC=C)N1 (configuration not stated)	0.7	-2.5	-2	3	-0.5	21	-5	i	8	-3
CC(=O)c1cccc(NC(=S)NC(=O)c2ccc(C)cc2)c1	0.5	2.2	-6	24	-1.4	14	-1	i	-13	-3
O=C(O)CCC(=O)N1N=C(c2c(-c3ccccc3)c3cc(Cl)ccc3[nH]c2=O)CC1c1cccs1 (configuration not stated)	2.1	2.2	-1	17	-0.2	-1	-8	-0.1	12	8
O=C(NCc1ccc2c(c1)OCO2)c1ccc2snnc2c1	x	u	-10	-4	-0.3	13	3	i	4	-2
O=C(NCc1ccccc1)c1cc[n+](CC(=O)c2cccs2)cc1	-0.5	1.1	u	-11	-2.5	-13	-10	-0.4	-13	3
O=C1C=C(NCCNc2c(F)c(F)c(CO)c(F)c2F)CCC1	x	0.1	1	-10	0.1	12	-24	i	-2	-2
O=C(CS(=O)CC(=O)N(CC(=O)NC1CCCC1)C1CCCCC1)Nc1ccc(F)cc1 (configuration not stated)	x	1.2	-4	1	0.0	25	-6	0.4	-16	-3
CC1CCC(C(=O)NC(C(=O)NCc2ccccn2)C(C)C)CC1 (configuration not stated)	x	-1.6	5	-11	3.4	-7	-18	-0.6	-14	2
CCOC(=O)c1ccc2nc3c(cc2c1)CCS3	x	0.2	0	-2	1.6	-4	-28	-0.1	11	-1
O=C(COc1ccccc1F)OCC(=O)c1ccc([N+](=O)[O-])cc1	0.9	0.7	x	3	x	x	-1	i	9	x
CCCCOc1ccc(NC(=O)CSCC(=O)OCC)cc1	-0.1	1.1	-1	-7	u	15	-13	i	1	-1
COc1ccc(OC(=O)Cc2cccc3ccccc23)cc1	-0.1	11	-8	23	2.5	12	-83	-0.6	4	0
CC(O)(c1ccc(F)c(F)c1)c1nc(-c2ccncc2)cs1 (configuration not stated)	-0.8	x	1	-4	-0.1	x	x	-0.3	4	x

Next section (4 carried over from the part before).
SMILES	TcdB inh	PfHsp40 rescue	Anthrax LF inh2	Yp Topo-I inh	BoNT A protease	VHR inh abs	PriA SSB inh	Vc quorum ag	CCHF vOTU inh	3CLpro inhibitor
O=C(COc1ccccc1F)OCC(=O)c1ccc([N+](=O)[O-])cc1	0.9	0.7	x	3	x	x	-1	i	9	x
CCCCOc1ccc(NC(=O)CSCC(=O)OCC)cc1	-0.1	1.1	-1	-7	u	15	-13	i	1	-1
COc1ccc(OC(=O)Cc2cccc3ccccc23)cc1	-0.1	11	-8	23	2.5	12	-83	-0.6	4	0
CC(O)(c1ccc(F)c(F)c1)c1nc(-c2ccncc2)cs1 (configuration not stated)	-0.8	x	1	-4	-0.1	x	x	-0.3	4	x
Cc1nc2nc(SCc3ccccc3)[nH]n2c(=O)c1CCC(C)C	-2.1	0.0	21	7	-2.4	-6	-3	i	26	-1
COc1cc(/C=C2/SC(=O)NC2=O)ccc1OCc1ccccc1	0.8	2.3	x	2	x	-16	-5	0.2	16	8
O=C(NCc1ccncc1)c1cn(-c2ccccc2)nc1-c1cccnc1	4.7	0.0	1	3	-0.4	0	-13	-0.3	-8	2
COc1ccc(-c2cn3ccc4ccccc4c3n2)cc1	x	0.8	-1	-4	-1.0	27	-15	-3.7	-4	-5
O=[N+]([O-])c1cc([N+](=O)[O-])c(Oc2ccccc2F)cc1NN1CCCCC1	0.5	-1.4	3	2	0.1	5	-4	-9.5	-3	-1
COc1ccccc1N1CCN(C(=O)c2ccc3c(=O)n(Cc4ccco4)c(=S)[nH]c3c2)CC1	x	0.2	2	24	0.3	15	1	-0.3	6	-3
CCOc1ccc(-c2nc(CSCC(=O)N3CCN(c4cccc(OC)c4)CC3)c(C)o2)cc1	-0.1	-0.6	-6	34	-0.3	29	14	-0.3	3	0
C=CCNC(=O)c1ccc2nccnc2c1	-0.7	0.6	-6	1	0.2	-3	-10	i	5	-7
CN(C)C(=O)CCc1ccc2c3c([nH]c2c1)[C@]1(C)[C@@H](C(=O)N2CCOCC2)C[C@H](CC(=O)NCCCn2ccnc2)C(=O)N1CC3	1.8	0.2	-2	2	-0.5	x	-2	i	-1	x
Cc1cc(C#N)c(C)n1-c1cc(C(F)(F)F)ccc1N1CCOCC1	1.5	-1.9	2	2	0.1	12	9	-3.6	11	3
CCC(C)C(NC(N)=O)C(=O)Nc1ccc(C)c(Cl)c1 (configuration not stated)	x	-0.8	0	3	0.5	11	5	-0.5	-9	0
CCC(C)(C)NC(=O)C(c1ccncc1)N(C(=O)c1sc(C)nc1C)c1ccc(C)cc1 (configuration not stated)	1.2	-1.0	4	-14	0.5	21	7	i	1	7
S=c1[nH]nc(-c2ccc3ccccc3n2)o1	x	-0.9	-4	-8	-0.2	20	-8	i	1	0
CC(NC(=O)c1ccc(F)cc1)C1CC2CCC1C2 (configuration not stated)	0.9	-0.8	-4	8	0.5	31	-2	-0.9	12	-7
C=CCN(C(=O)c1csnn1)C(C(=O)NC1CCCCC1)c1ccc(F)cc1 (configuration not stated)	1.3	-1.5	-5	-6	-1.4	23	3	i	9	-2
CCC(C)(C)NC(=O)C(c1ccc(OC)cc1)N(C(=O)CCC(=O)Nc1cc(C)on1)c1ccc2c(c1)OCO2 (configuration not stated)	-8.0	-0.2	-9	-4	0.0	45	-7	-0.8	7	4
CCc1nc2c(c(=O)c3ccccc3n2C)c(=O)n1C1CCCCCC1	x	1.4	-1	8	-0.1	5	-6	-0.3	6	1
Cc1cccc(OCC(=O)Nc2ccc(N3CCN(C(=O)c4ccccc4)CC3)cc2)c1	x	5.7	-2	29	-0.1	5	7	-0.3	1	0
CCN(Cc1ccccc1)C(=O)c1cc(S(=O)(=O)N2CCOCC2)ccc1N1CCCC1	0.1	-1.3	x	18	x	x	-1	i	3	x
CCCCOCCCNC(=O)C[C@@H]1C[C@@]2(C(=O)OCC)CCC=C2N(Cc2ccc(Cl)cc2Cl)C1=O	0.1	x	2	x	0.2	x	x	x	25	x
CCCOc1ccc(C2C(C(=O)OC)=CN(CCOC)C=C2C(=O)OC)cc1	x	-1.1	1	10	0.2	20	-23	x	-170	-1
O=C(Nc1ccc(Cl)cc1C(=O)NCCN1CCOCC1)c1ccc(Cl)cc1Cl	x	-0.3	-4	-5	0.0	6	-14	0.3	-7	0
N=c1c(C(=O)NCCN2CCOCC2)cc2c(=O)n3ccccc3nc2n1CCc1ccccc1	0.3	1.5	-2	1	-2.9	38	1	11	-109	-2
CCOC(=O)CCc1c(C)c2c(C)nn(-c3ccccc3)c2[nH]c1=O	0.5	-0.6	-3	11	-0.9	-1	-9	-0.3	7	-7
COCCNC(=O)COc1ccc(Br)cc1Cl	x	-0.5	-2	0	0.1	-5	-3	-0.4	x	-4
CN(Cc1ccccc1)C(=O)c1c[nH]c2ccc(S(=O)(=O)N3CCOCC3)cc2c1=O	x	-0.6	1	-9	-0.8	3	9	-0.3	-9	5
CCC(C)NC(=O)c1ccc2nc(-c3ccc(OC)c(OC)c3)c(-c3ccc(OC)c(OC)c3)nc2c1 (configuration not stated)	1.3	2.1	0	-3	18	18	-6	-0.6	-9	-1
Cc1ccc(S(=O)(=O)N(c2nc(N(C)C)nc(N(C)C)n2)n2cnnc2)cc1	1.3	9.5	1	3	-1.0	-4	-24	1.1	1	1
O=C(Nc1ccc(Oc2cccnc2)cc1)c1cccc([N+](=O)[O-])c1	x	-0.2	-5	-7	1.4	0	1	-2.7	x	-4
Cc1ccc(NC(=O)CSCC(=O)NCCc2ccccn2)c(C)c1	0.2	-0.6	-6	3	-0.2	20	-5	-0.3	-6	3
O=C(O)CCC(=O)Nc1cccc(C(=O)Nc2ccc(Br)cc2)c1	0.6	-0.7	0	0	-1.5	-6	-5	-0.3	-11	4
CCC(C)N(C(=O)COc1ccc(Cl)c2cccnc12)C1CCS(=O)(=O)C1 (configuration not stated)	1.1	0.0	0	6	0.7	x	-10	i	-7	x
CCC(=O)N1c2ccc(S(=O)(=O)N3CCCC3)cc2CC1C (configuration not stated)	1.2	-1.4	0	-10	0.4	1	-7	i	19	-8
COC(=O)C1=C(c2cccc(C#N)c2)C[C@@H]2CC[C@H]1N2C(=O)N1CCCCC1	-3.5	-0.7	7	2	-0.2	x	-2	-0.6	-4	x
Cc1ccc(C(=O)OC(C)C(=O)NC(C)CCc2ccccc2)o1 (configuration not stated)	3.7	1.1	4	-7	0.2	x	3	i	1	x
Cc1nn(C)cc1C(C(=O)NC1CCCCC1)N(C(=O)Cc1cccs1)c1ccc(F)cc1 (configuration not stated)	1.3	0.8	-1	-9	-0.5	-4	4	-0.3	12	-7

Not all compounds are listed; rates above refer to the full screens.
